Source: PubChem
MITF primary: human MITF inhibition, primary screen. AlphaScreen MITF homodimerization, bead proximity signal. actives 0.91% (n = 650,000). AID 1259374. inhibition, % at 2.6 µM. O75030; in the data active = inhibition above about 50%;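 note: 0% = vehicle wells with protein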
Target sequence (O75030 whole entry, looked up): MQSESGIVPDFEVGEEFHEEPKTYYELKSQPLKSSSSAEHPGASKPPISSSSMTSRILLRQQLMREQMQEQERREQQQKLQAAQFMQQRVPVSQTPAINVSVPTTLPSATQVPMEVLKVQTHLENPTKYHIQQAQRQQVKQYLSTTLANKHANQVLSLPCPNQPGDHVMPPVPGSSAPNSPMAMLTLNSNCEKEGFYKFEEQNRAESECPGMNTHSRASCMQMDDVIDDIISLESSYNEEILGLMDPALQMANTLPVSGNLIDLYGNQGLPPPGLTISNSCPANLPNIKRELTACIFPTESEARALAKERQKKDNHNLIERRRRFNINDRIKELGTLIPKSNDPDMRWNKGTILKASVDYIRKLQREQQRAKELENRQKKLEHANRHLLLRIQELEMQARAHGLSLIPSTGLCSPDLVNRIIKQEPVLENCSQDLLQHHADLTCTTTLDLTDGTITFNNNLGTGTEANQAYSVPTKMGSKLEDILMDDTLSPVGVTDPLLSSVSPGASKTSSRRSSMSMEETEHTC
FBW7 activator: human FBW7 E3 ligase activation, primary screen; normalized activity (activation), % at 26.1 µM; actives 0.13% (n = 650,000); AlphaScreen FBW7–phospho-cyclin E peptide binding, activator screen; AID 1259310; Q969H0; in the data active = normalized activity above about 1.9%;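 note: purified mutant Fbw7 with reduced substrate affinity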
TEAD-YAP block: TEAD-YAP interaction inhibition | actives 1.4% (n = 640,000) | HEK-TIYL cells, TEAD-Gal4/YAP UAS-luciferase luminescence | inhibition, % at 9.12 µM; in the data active = inhibition above about 32%;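 note: 0% = median of test compound wells and 100% = reference inhibitor wells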
GPR151 ag: activates the human receptor GPR151; Q8TDV0; PathHunter beta-arrestin GPR151 cells, luminescence; activation, % at 11.2 µM; actives 1% (n = 650,000); in the data active = activation above about 4.9%;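 note: 0% = median of compound wells and 100% = cells with positive control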
Target sequence (Q8TDV0 whole entry, looked up): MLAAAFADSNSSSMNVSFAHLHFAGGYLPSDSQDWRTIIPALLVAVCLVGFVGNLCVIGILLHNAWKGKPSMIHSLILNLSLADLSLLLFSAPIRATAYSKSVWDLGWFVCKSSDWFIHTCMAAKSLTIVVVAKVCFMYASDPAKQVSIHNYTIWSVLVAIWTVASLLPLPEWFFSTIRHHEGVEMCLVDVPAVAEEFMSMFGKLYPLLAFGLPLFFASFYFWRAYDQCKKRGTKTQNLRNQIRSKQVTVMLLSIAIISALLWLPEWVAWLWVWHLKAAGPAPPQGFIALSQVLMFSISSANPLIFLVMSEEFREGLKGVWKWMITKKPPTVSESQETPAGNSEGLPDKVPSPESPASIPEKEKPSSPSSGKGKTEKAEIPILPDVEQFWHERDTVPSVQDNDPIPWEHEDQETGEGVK
* marks the source's active call; other numbers are inactive results; / = no result given; & = joins results of further samples. The order is random; about 3.4% have a hit in one of these screens.

Results follow in this order: FBW7 activator | MITF primary | GPR151 ag | TEAD-YAP block
> CCOC(=O)C1=C(C)NC(C)=C(C(=O)OC)C1c1cccc(Cl)c1Cl (centres undefined)
    0.3&0.2&0.0 | -1.1&9.5&2.1 | -1.4&-0.2&0.5 | -14.1
> O=C1NC(=O)C2C1Sc1c(sc(=O)n1Cc1ccccc1)C2c1c[nH]c2ccccc12 (centres undefined)
    0.0 | 17.9 | -0.4 | 18.4
> CC(=O)c1ccc(N/C=C\C(=O)c2ccc(C)cc2)cc1
    0.3 | 15.6 | -0.9 | -40.7
> Cc1cc(N2CCCC2)nc(-c2ccccc2O)n1
    -0.1 | -4.9 | -0.4 | 1.1
> O=C(O)C1CC(O)CN1S(=O)(=O)c1ccc2ccccc2c1 (centres undefined)
    0.0 | 0.3 | 1.2 | 12.2
> COc1ccc(CCC(=O)Nc2cc(Cl)ccn2)cc1
    0.0 | -0.2 | 4.3 | -4.1
> O=C(Nc1cccc(N2CCC(N3CC4CCC3C4)CC2)c1)c1ccncc1 (centres undefined)
    0.0 | 13.8 | 2.8 | -10.7
> O=C(Cc1ccccc1)N1CCC(c2ccccc2)C1 (centres undefined)
    0.0 | -6.7 | -0.4 | -37.0
> COC(=O)c1cc(NC(=O)c2cc3ccccc3cc2O)cc(C(=O)OC)c1
    0.0 | 6.6 | -0.4 | 19.6
> CCOC(=O)c1cc2c(=O)n3ccccc3nc2n(CCOC)c1=NC(=O)c1ccc(C)cc1
    0.4 | 2.3 | -0.8 | 2.0
> Cc1ccc(Cn2c(NCCN(C)C)nc3c2c(=O)n(C)c(=O)n3C)cc1
    0.7 | 23.8 | -1.3 | -9.7
> O=S(=O)(c1cc(Cl)ccc1Cl)N1CCCc2ccccc21
    0.2 | -14.5 | 1.5 | -2.4
> COc1cc(C=C2C(=O)c3ccccc3C2=O)ccc1OC(C)=O
    0.0 | 0.9 | -1.1 | -5.8
> Cc1noc(N)c1C(=O)Nc1ccc(F)cc1
    0.0 | 6.6 | 0.4 | 7.3
> O=C(NCC(c1ccco1)N1CCN(c2ccccc2)CC1)c1ccc([N+](=O)[O-])cc1 (centres undefined)
    -0.3 | 1.1 | 0.2 | -8.7
> CCOc1ccccc1CNCc1ccccn1
    -0.3 | 4.1 | -1.5 | 2.4
> O=C(c1ccc(Cl)s1)N1CCN(c2nc3ccccc3s2)CC1
    -0.1 | -1.4 | -1.0 | 3.0
> Cc1cc(C)c(NC(=O)C2CCN(c3nc(C)cc(C)n3)CC2)c(C)c1
    -0.1 | -2.6 | 1.2 | -1.2
> COc1cccc(CN2CCN3C(=O)[C@H](CO)N(C)C(=O)[C@H]3C2)c1
    0.5 | 14.4 | -0.7 | 7.8
> COc1ccc(/C=C2/C(=O)NN(c3ccc(C)cc3)C2=O)cc1OC
    0.0 | -4.0 | 3.2 | 1.3
> O=C(NCCN1CCOCC1)c1c(O)c2cccc3c2n(c1=O)CCC3
    -0.3 | -3.0 | 0.4 | -7.0
> COc1ccc(-n2ncc3c(=O)n(CC(=O)NC4CCCCC4)cnc32)cc1
    0.0 | 11.4 | 0.5 | 13.0
> COC(=O)COc1ccc(/C=C2\Oc3cc(OC)ccc3C2=O)cc1
    -0.1 | 0.1 | -3.2 | 1.1
> O=C(Nc1ccc2oc(-c3cccnc3)nc2c1)c1ccc(F)cc1
    0.0 | 5.8 | -0.5 | -16.9
> COc1ccccc1N(CC(=O)NC1CCCCC1)C(=O)CCC(=O)Nc1ccccn1
    -0.1 | 2.0 | -0.6 | -3.0
> C/C(=N\Nc1ccc(S(N)(=O)=O)cc1[N+](=O)[O-])c1ccc(O)cc1
    0.1 | 20.9 | -0.6 | 10.2
> CC(C)CNC(=O)CCCCCN1C(=O)c2ccccc2C1=O
    -0.1 | -8.3 | 0.3 | 4.2
> Cn1c(=O)n(C)c2c([N+](=O)[O-])c(N)c([N+](=O)[O-])cc21
    0.1 | 7.2 | -0.5 | -9.6
> C=CCN1C(=S)NC2CC1(C)Oc1ccc(Cl)cc12 (centres undefined)
    -0.3 | 0.2 | 1.6 | 4.4
> O=C(Cn1nnc(-c2ccc(Cl)cc2-n2cnnn2)n1)Nc1ccc(F)c(Cl)c1
    0.0 | -6.0 | 0.1 | 13.4
> CC1CCN(S(=O)(=O)c2cccc(N)c2)CC1
    -0.1 | 5.0 | 0.1 | 2.9
> CCN1CCN(c2nc(N3CC(C)CC(C)C3)nc(N)c2[N+](=O)[O-])CC1 (centres undefined)
    0.0 | -6.3 | -0.3 | 0.3
> O=C(C1CCCO1)N1CCCCC1c1nc2ccccc2[nH]1 (centres undefined)
    -0.1 | 9.7 | -0.3 | 2.0
> O=C(c1cccnc1Oc1ccccc1)N1CCC(c2nc(-c3ccncc3)no2)CC1
    -0.3 | 6.3 | -0.1 | 1.9
> Cc1cccc(C(=O)NNC(=O)c2ccc(Br)cc2)c1
    0.6 | 23.9 | -2.3 | -26.2
> CC(C)n1c(N2CCN(Cc3ccc4c(c3)OCO4)CC2)nc2c(NCCOc3ccccc3)ncnc21
    0.1 | 25.4 | 1.5 | -2.7
> O=C(Cn1cncn1)NCCCc1ccccc1
    0.3 | 1.2 | -1.0 | 2.9
> Cc1ccc(OCc2nc(C#N)c(NCCN(C)C)o2)cc1
    0.0 | -6.0 | 1.5 | -0.4
> Cc1ccc(NC(=O)c2cc([N+](=O)[O-])ccc2NCCN2C(=O)c3ccccc3C2=O)cc1
    0.2 | 4.6 | 0.0 | 7.5
> Clc1ccc(C2N(Cc3ccccc3)CCN2Cc2ccccc2)cc1Cl
    0.1 | -1.1 | -1.3 | -0.7
> COc1ccccc1NC(=O)COC(=O)[C@@H](NC(=O)c1ccc(Cl)cc1)C(C)C
    -0.1 | -9.1 | -1.4 | 6.8
> CCC1CCC2(CC1)Nc1ccccc1S2 (centres undefined)
    -0.1 | 16.4 | 1.2 | 8.8
> O=C1CCC/C(=N/NS(=O)(=O)c2ccc(Br)cc2)C1
    -0.1 | -8.5 | -1.7 | 0.9
> CCOC(=O)C1=C(C)NC(C)=C(C(=O)OCC)C1c1cccc(Br)c1
    0.4&0.7 | -6.3&-10.7 | -1.0&0.9 | 4.9&-4.0
> Cc1ccccc1C1C=C(c2cccs2)Nc2ncnn21 (centres undefined)
    0.0 | -6.5 | 1.1 | -5.5

An excerpt of these results, with tabs:
molecule	FBW7 activator	MITF primary	GPR151 ag	TEAD-YAP block
O=C(c1cccnc1Oc1ccccc1)N1CCC(c2nc(-c3ccncc3)no2)CC1	-0.3	6.3	-0.1	1.9
O=C1CCC/C(=N/NS(=O)(=O)c2ccc(Br)cc2)C1	-0.1	-8.5	-1.7	0.9

The list continues.
Results follow in this order: FBW7 activator | MITF primary | GPR151 ag | TEAD-YAP block
> O=C(CN(C(=O)c1csnn1)c1cccc(F)c1)NC1CCCCC1
    0.1 | 17.4 | 0.6 | -14.4
> CCOc1ccccc1CN=C1NS(=O)(=O)C(c2ccc(C)cc2)=C1C
    0.0 | 13.6 | 2.0 | 9.3
> COc1ccc(NC(=O)C2CCC(Cn3c(=S)[nH]c4ccsc4c3=O)CC2)cc1 (centres undefined)
    0.1 | -7.2 | -0.7 | 0.1
> COc1ccccc1-n1sc2c(c1=S)-c1cc(C)ccc1NC2(C)C
    -1.5 | 14.7 | 0.7 | -5.3
> COc1cc(C(=S)N2CCCC2)ccc1OCC(N)=O
    0.0 | 12.4 | -0.8 | 5.8
> CCc1nn(CCCC(=O)NCc2ccccc2C)c(=O)c2cc3occc3n12
    -0.1 | -4.8 | -0.3 | -9.1
> O=c1oc2ccc3ccccc3c2cc1-c1csc(Nc2ccc(Oc3ccc4ccccc4c3Cl)c(Cl)c2)n1
    0.0 | 7.9 | -0.8 | -4.0
> CN(C)C(=O)c1nc2ccc(Cl)cn2c1CN1CCN(C(=O)c2cccs2)CC1
    0.1 | 0.2 | 0.8 | 10.4
> CCC1CCCCN1CCN1C(=O)C2C(C(=O)Nc3ccc(C(C)C)cc3)C3C=CC2(O3)C1C(=O)NC1CCCCC1 (centres undefined)
    0.1 | 27.4 | 0.3 | -1.7
> O=c1oc2ccccc2cc1-c1nnc(Nc2cc(C(F)(F)F)ccc2Cl)s1
    -0.1 | -7.5 | 1.1 | -7.8
> COc1ccc(N(CC(=O)NCCSc2ccccc2)S(C)(=O)=O)cc1Cl
    0.0 | 3.3 | 2.5 | -2.0
> c1ccc(-c2csc3c4ncnc-4ncn23)cc1
    -0.1 | -0.7 | 0.3 | -3.7
> COc1cc(/C=C/C(=O)Nc2ccc(I)cc2C)ccc1OCC#N
    -0.1 | -0.1 | 2.5 | -2.3
> CC(C(N)=O)C1=NC(C)(C)Cc2ccccc21 (centres undefined)
    0.0 | 1.7 | -0.7 | -2.6
> CN1CCN(C(=O)CN(c2cccc(Cl)c2Cl)S(=O)(=O)c2ccccc2)CC1
    0.0 | -3.9 | -0.4 | 1.8

6 compounds out of the list, sorted by molar mass, highest first:
Results follow in this order: FBW7 activator | MITF primary | GPR151 ag | TEAD-YAP block
> CCC1CCCCN1CCN1C(=O)C2C(C(=O)Nc3ccc(C(C)C)cc3)C3C=CC2(O3)C1C(=O)NC1CCCCC1 (centres undefined)
    0.1 | 27.4 | 0.3 | -1.7
> COc1cc(/C=C/C(=O)Nc2ccc(I)cc2C)ccc1OCC#N
    -0.1 | -0.1 | 2.5 | -2.3
> CN1CCN(C(=O)CN(c2cccc(Cl)c2Cl)S(=O)(=O)c2ccccc2)CC1
    0.0 | -3.9 | -0.4 | 1.8
> COc1ccc(NC(=O)C2CCC(Cn3c(=S)[nH]c4ccsc4c3=O)CC2)cc1 (centres undefined)
    0.1 | -7.2 | -0.7 | 0.1
> COc1ccc(N(CC(=O)NCCSc2ccccc2)S(C)(=O)=O)cc1Cl
    0.0 | 3.3 | 2.5 | -2.0
> CCOc1ccccc1CN=C1NS(=O)(=O)C(c2ccc(C)cc2)=C1C
    0.0 | 13.6 | 2.0 | 9.3

The listing continues.
Results follow in this order: FBW7 activator | MITF primary | GPR151 ag | TEAD-YAP block
> COc1cccc(NC(=O)CSc2nc3ccccc3c(=O)n2CCC(=O)NCCc2ccc(OC)c(OC)c2)c1
    0.2 | 2.4 | 0.2 | 17.6
> CCCC1CC(=O)C(C=Nc2ccc(Br)cc2)=C(O)C1 (centres undefined)
    0.0 | -2.9 | -0.6 | -0.8
> CCCCN(C)c1ncnc2c1sc1nc(C)c3c(c12)CC(C)(C)OC3
    0.0 | -9.4 | -1.5 | -3.9
> Cc1cc(C)n2nc(S(=O)(=O)N(C)c3ccccc3)nc2n1
    -0.1 | 14.2 | -0.3 | 6.2
> Cc1nc(NCCCO)c2c(-c3cccs3)csc2n1
    0.4 | 4.0 | 0.7 | 32.1*
> CN1CCc2c(sc3c2C(=O)NC(c2cccc(O)c2)N3)C1 (centres undefined)
    -0.1 | -12.0 | -2.6 | -14.4
> CCC(=O)NC(c1nnc2n1CCN(Cc1cccc(-c3ccco3)c1)CC2)C(C)C (centres undefined)
    0.0 | 0.6 | 0.1 | 2.5
> Nc1cccc(-c2nc(NCc3ccccc3)c3ncn(Cc4ccc(C(F)(F)F)cc4)c3n2)c1
    0.3 | 7.1 | 0.9 | 2.4
> CC1CCc2sc(NC(=O)c3cccc(F)c3)c(C#N)c2C1 (centres undefined)
    0.1 | 1.6 | -0.8 | -30.6
> COc1cc(C(=O)O/N=C(\N)c2ccccc2)cc(OC)c1OC
    0.0 | -2.3 | -1.3 | -10.3
> O=C(N/N=C/c1ccccc1O)C(=O)Nc1ccc(Cl)cc1
    -0.1 | -5.6 | 0.4 | -7.9
> CCOC(=O)C1CCN(Cc2ccc(F)c(Br)c2)CC1
    0.1 | 28.6 | -0.6 | 6.1
> COc1cc([C@@H]2N[C@H](C(=O)O)Cc3c2[nH]c2ccccc32)cc(OC)c1OC
    1.0 | -1.3 | -1.7 | /
> O=c1[nH]c(=S)c2c(n1N1CCOCC1)CCC2
    0.3 | 19.9 | 0.0 | 7.8
> Cc1[nH]c2ccc(OC(F)(F)F)cc2c1CCNC(=O)c1ccc(F)c(F)c1
    0.0 | 3.6 | 0.1 | 9.0

Reformatted field by field: two of the compounds above.
CN1CCc2c(sc3c2C(=O)NC(c2cccc(O)c2)N3)C1 (centres undefined)
  FBW7 activator: -0.1	MITF primary: -12.0	GPR151 ag: -2.6	TEAD-YAP block: -14.4
CCC(=O)NC(c1nnc2n1CCN(Cc1cccc(-c3ccco3)c1)CC2)C(C)C (centres undefined)
  FBW7 activator: 0.0	MITF primary: 0.6	GPR151 ag: 0.1	TEAD-YAP block: 2.5

(list continues)
Results follow in this order: FBW7 activator | MITF primary | GPR151 ag | TEAD-YAP block
> O=C(CCC(=O)c1ccc(Cl)cc1)OCC(=O)c1cccc([N+](=O)[O-])c1
    0.6 | 11.3 | 2.4 | 6.6
> COc1ccc(C(=O)N(Cc2cccs2)C2CCS(=O)(=O)C2)cc1 (centres undefined)
    0.5 | 2.4 | -0.9 | -4.4
> CC(C)CCN1C=NS(=O)(=O)c2ccccc21
    -0.1 | -0.9 | -0.5 | 7.4
> CCCn1cc(NC(=O)Cc2cccc(C)c2)cn1
    -0.1 | -10.2 | -0.8 | -15.9
> O=C(Nc1cccc([N+](=O)[O-])c1)c1cccc(S(=O)(=O)NCc2ccccc2)c1
    0.0 | -2.3 | 1.8 | 0.1
> O=C(COc1ccccc1F)NC1CCCCC1N1C(=O)CSC1=O (centres undefined)
    0.0 | -0.1 | 0.3 | 7.9
